IMPase inh: cell-permeable inhibitors of inositol monophosphatase (IMPase). P97697. CHO-M1 cells, IP1 accumulation, HTRF TR-FRET ratio. inhibition (IP1 accumulation), % at 46.1 µM. 120,000 tested, under 10 active. AID 901; active = well fitted curve in the direction sought with a large enough effect in the signal ratio, not every such curve was filed as active; inconclusive = small, poorly fitted or top-dose-only effect, or a change in a side signal; inactive = no such curve, though single readings can be large or run the other way; the % refers to the signal ratio;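 also: cells stimulated with carbachol in lithium chloride buffer; plate controls were DMSO basal wells for no effect and reference inhibitor wells for full effect; higher means more IMPase inhibition seen as more IP1 and lower FRET ratio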
Target sequence (P97697 whole entry, looked up): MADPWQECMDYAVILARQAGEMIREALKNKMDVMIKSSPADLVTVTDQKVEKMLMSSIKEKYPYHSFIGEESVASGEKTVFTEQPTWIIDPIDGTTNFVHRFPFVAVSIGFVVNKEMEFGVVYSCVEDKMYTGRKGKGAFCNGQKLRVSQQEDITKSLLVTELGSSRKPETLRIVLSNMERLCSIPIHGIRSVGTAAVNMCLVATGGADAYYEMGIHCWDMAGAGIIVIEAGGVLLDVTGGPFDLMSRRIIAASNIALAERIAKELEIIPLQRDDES
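Elevated IP1 in lysates lowers TR-FRET signal (665/620 ratio and 620 channel reported). Cells were CHO-M1, given carbachol (50 uM as added) plus 50mM LiCl, pH 7.4, 30 min, 37C; compounds titrated up to 46 uM; AC50 by Hill equation.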
PNC assembly inh: inhibitors of perinucleolar compartment assembly. PC3M PTB-GFP, PNC prevalence imaging, 16 h; active compounds read low. activity change (PNC), negative = inhibition, % at 10 µM. AID 2417. hit rate 3.1% among 140,000;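 active = readout at or below -70, meaning at least 70% loss of cells showing the perinucleolar compartment, a nuclear body marking cancer cells; inconclusive = readout between -30 and a set limit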;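 also: plate controls were DMSO wells for no effect and camptothecin positive control wells for full effect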
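Compounds are pinned in duplicate onto adhered PC3M cells stably expressing GFP-tagged PTB and incubated 16 h at 37 C. Cells are then fixed, nuclei stained with Hoechst, and PNC-positive cells counted.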
12-hLO inh: 12-hLO (ALOX12) enzyme inhibition. purified 12-hLO, xylenol orange hydroperoxide absorbance. hit rate 0.12% among 150,000. Potency, µM (highest dose often 57.1 µM), for inactives: at the highest dose activity change, negative = inhibition, usual class: inhibitors; also: potency is read from the fitted curve at half-maximal effect; nearly all actives have a fitted effect of over 55% in size; many of its hits are not listed in these tables
Target sequence (P18054 whole entry, looked up): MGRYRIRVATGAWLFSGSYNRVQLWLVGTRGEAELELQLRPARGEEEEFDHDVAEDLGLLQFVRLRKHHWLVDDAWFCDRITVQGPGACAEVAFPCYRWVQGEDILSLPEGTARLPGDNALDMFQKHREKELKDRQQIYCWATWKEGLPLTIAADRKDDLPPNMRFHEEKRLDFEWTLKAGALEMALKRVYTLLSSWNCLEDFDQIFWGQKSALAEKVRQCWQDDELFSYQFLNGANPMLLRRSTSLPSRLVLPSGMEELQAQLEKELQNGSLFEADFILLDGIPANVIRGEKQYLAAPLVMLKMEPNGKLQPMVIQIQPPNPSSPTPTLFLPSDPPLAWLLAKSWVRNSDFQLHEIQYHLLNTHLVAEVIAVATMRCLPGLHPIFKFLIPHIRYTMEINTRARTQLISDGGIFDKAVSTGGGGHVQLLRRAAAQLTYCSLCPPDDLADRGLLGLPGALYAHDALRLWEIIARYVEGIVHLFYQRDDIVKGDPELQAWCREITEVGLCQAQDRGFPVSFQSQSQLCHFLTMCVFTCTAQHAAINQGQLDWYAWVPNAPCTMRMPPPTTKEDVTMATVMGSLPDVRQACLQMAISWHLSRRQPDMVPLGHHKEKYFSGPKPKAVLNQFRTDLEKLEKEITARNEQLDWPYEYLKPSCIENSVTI
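Hydroperoxide output read as Fe(III)-xylenol orange absorbance, 573-to-405 nm ratio, after 30 min reaction with 40 uM arachidonic acid. Enzyme: 150 nM purified human 12hLO, 15 min compound preincubation; 25 mM Hepes pH 7.0, room temperature.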
ALOX15B inhib: 15-hLO-2 (ALOX15B) enzyme inhibition | O15296 | purified 15hLO-2, xylenol orange hydroperoxide absorbance | Potency, µM (highest dose often 57.1 µM), for the others: at the highest dose activity change, negative = inhibition, actives largely listed as inhibitors | hit rate 0.56% among 110,000; also: potency is read from the fitted curve at half-maximal effect; nearly all actives have a fitted effect of over 60% in size; many of its hits are not listed in these tables
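Read-out: hydroperoxide product oxidises ferrous iron, measured as xylenol orange complex via the 573-to-405 nm absorbance ratio after 30 min. Reaction: 50 nM enzyme, 15 min compound preincubation, 45 uM arachidonic acid, 90 min RT, Hepes pH 7.5 with Triton X-100.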
The depositor's hits bear a star; ? = inconclusive; . = not tested or not shown; & = joins results of further samples; [ ] = dose if it differs, or a comment. Unless noted, calls follow the shape of the dose curve; as a rule, active = well fitted curve in the direction sought with a large enough effect; inconclusive = small, poorly fitted or top-dose-only effect, or another doubt; inactive = no such curve, though single readings can be large; an effect the other way counts as inactive or inconclusive. Unless noted, % is scaled to controls: 0 for no effect and ±100 for the full control effect. Rows are unselected, and some 3.1% of all compounds hit somewhere here.

structure | IMPase inh | PNC assembly inh | 12-hLO inh | ALOX15B inhib
CCN1C(=O)CC(N2CCN(c3ccc(C(=O)c4ccccc4)cc3)CC2)C1=O (stereo unspecified) | 4 | 8 | -6% | -5%
C=C(C)c1cccc(C(C)(C)NC(=O)N2CCCCC2CC)c1 (stereo unspecified) | 0 | 14 | 0% | -2%
O=C(NC(C(=O)N/N=C/c1ccccc1)c1n[nH]c(=O)c2ccccc12)c1ccccc1 (stereo unspecified) | -1 | ? | -18% | 2%
CC(C)(C)c1ccc(S(=O)(=O)N2CC(=O)Nc3ccccc32)cc1 | 2 | -26 | 1% | 0%
COc1cccc(-c2nnn(CC(=O)Nc3ccc(C)cc3C)n2)c1OC | -3 | -16 | -4% | -9%
O=C(NC1CCN(C(=O)NCc2ccccc2)CC1)c1ccco1 | 3 | ? | -4% | 6%
CCC1CCCCN1c1nc(-c2ccncc2)nc2ccccc12 (stereo unspecified) | 8 | ? | -8% | 39%[activator]
Cc1c(C(=O)NNS(=O)(=O)c2ccccc2Cl)sc(=S)n1C | . | -25 | -3% | .
Cn1c(=O)n(C)c2cc(S(=O)(=O)NCCO)ccc21 | 3 | 19 | 1% | 6%
COc1cccc2cc(C(=O)N3C(C)CCCC3C)c(=O)oc12 (stereo unspecified) | 7 | 19 | 5% | .
CCCn1c(=S)[nH]c2cc(C(=O)N3CCCC(C(=O)OCC)C3)ccc2c1=O (stereo unspecified) | 12 | -18 | 6% | .
CCCCn1nc(NC(=O)c2cccs2)c2cc3ccccc3nc21 | ? | ? | -11% | 24%
O=C(Nc1ccc2c(c1)OCO2)C1CCCN1C(=O)OCc1ccccc1 (stereo unspecified) | 3 | -127* | -6% | 2%
CCNS(=O)(=O)c1cc(OC)c(Cl)cc1OC | . | -24 | 0% | .
O=C(NCc1ccco1)C1CCN(S(=O)(=O)c2cccc3cccnc23)CC1 | -2 | ? | 5% | 2%
C=CCn1c(=O)c2ccc(C(=O)NCc3ccccc3)cc2n(Cc2ccc(C)cc2)c1=O | . | 31 | 5% | .
COc1ccc2[nH]c(=O)c(CN(CCc3cccc(C)c3)C(C)=O)cc2c1 | 13 | ? | -10% | 1%
COc1ccc(NC(=O)[C@@H]2[C@@H]3C(=O)N(C4CCCCC4)C(=O)[C@@H]3C3c4ccccc4C=CN32)cc1 (stereo partly specified) | 4 | 34 | -11% | 15%
COC(=O)C1=C(CSc2nc3c(cc2C#N)CN(C)CC3)OC(N)=C(C#N)C1c1ccc(F)cc1 (stereo unspecified) | ? | ? | -10% | .
Cc1cc2n(n1)C(c1c[nH]c3ccccc13)Nc1ccccc1-2 (stereo unspecified) | -3 | ? | 0% | 23%

As entered above:
`O=C(NCc1ccco1)C1CCN(S(=O)(=O)c2cccc3cccnc23)CC1` in ALOX15B inhib reads 2%
`Cc1cc2n(n1)C(c1c[nH]c3ccccc13)Nc1ccccc1-2` (stereo unspecified) in ALOX15B inhib reads 23%

Following part
structure | IMPase inh | PNC assembly inh | 12-hLO inh | ALOX15B inhib
O=C(CN1C(=O)c2ccccc2C1=O)N1CCOCC1 | -10 | -11 | 6% | 3%
CC(N)=NCCC[C@H](N)C(=O)O | -2&6 | . | -2%&-3% | 11%&-3%
c1ccc(CCn2c(SCc3ccccc3)nnc2-c2ccncc2)cc1 | 3 | -21 | -5% | .
CCN1CCN(c2ccc(NC(=O)c3cccc4ncccc34)cc2)CC1 | 23 | -2 | 3% | 13%
COc1cccc(NC(=S)N2CCN(C(c3ccccc3)c3ccccc3)CC2)c1 | . | 7 | -22% | .
Cn1c(NC(=O)C(C)(C)Oc2ccc(Cl)cc2)cc(=O)n(C)c1=O | -6 | 13 | -6% | -2%
CCOC(=O)N1CCN(c2cc(=O)n(Cc3ccc(F)cc3)c(=O)[nH]2)CC1 | -9 | -15 | 3% | .
CSc1ccccc1NC(=O)Nc1cccc(Cl)c1Cl | 1 | ? | 2% | -2%
Cc1cc(=O)oc2cc(OCC(=O)N3CCOCC3)ccc12 | -4 | -100* | -11% | .
CCOCC(=O)Nc1nc2ccc(OCC)cc2s1 | 2 | ? | -5% | -4%
NC[C@@H](O)CSCc1ccc(Cl)cc1 | . | . | -8%[11.4 µM] | -1%[11.4 µM]
N#CC1(Cc2ccccc2)c2ccccc2C=CN1C(=O)c1ccccc1 (stereo unspecified) | 22 | ? | -4% | -10%
O=C1CC(N2CCCCC2)C(=O)N1c1ccccc1 (stereo unspecified) | 8 | -100* | -2% | .
Cc1cccc(C)c1NC(=O)C(NC=O)c1ccccc1 (stereo unspecified) | -7 | 41 | -1% | 3%
COc1ccc2[nH]c(=O)c(CN(C(=O)NC3CCCCC3)C3CCCC3)cc2c1 | -3 | 52 | 4% | 10%
COc1ccc(NC(=O)c2ccc3ccccc3n2)cc1S(=O)(=O)N1CCCCC1 | . | 14 | -2% | .
Cc1nn(C)c(C)c1/C=C(\C#N)C(N)=O | . | -3 | 1% | .
CSC(=Nc1ccccc1)C1=C(O)COC1=O | ? | 16 | 39%[activator] | .
COc1cc2c(cc1OC)-c1cc(OCc3ccccc3Cl)nc(=O)n1CC2 | 4 | 12 | 10% | 0%
Clc1ccccc1-c1nnc2sc(-c3ccccn3)nn12 | 8 | -8 | 4% | .

Continued.
structure | IMPase inh | PNC assembly inh | 12-hLO inh | ALOX15B inhib
CC(C)(C)NC(=O)c1cccc(NC(=O)Cc2ccc(Br)cc2)c1 | . | -14 | -2% | .
CCCOC(=O)c1cccc(NC(=O)COc2ccc([N+](=O)[O-])cc2)c1 | . | 20 | -5% | .
Cc1ccc2nc(C3CCN(C(=O)c4ccco4)CC3)[nH]c2c1 | -5 | -23 | -2% | -5%
O=C(CSc1nc2ccccc2c(=O)n1-c1ccc(F)cc1)Nc1ccc2c(c1)CCC2 | . | 42 | 2% | .
CC1Sc2ccc(C(=O)O)cc2NC1=O (stereo unspecified) | 0 | 38 | 14% | -2%
O=C(Oc1ccc(/C=N/Nc2ccccc2)cc1)c1ccccc1 | -2 | 31 | -25% | ?
CC(=O)Nn1cc2c(c1-c1ccccc1)c(=O)n(C)c(=O)n2C | -5 | -138* | -3% | -13%
Cc1nn(Cc2ccc(Cl)c(Cl)c2)c(C)c1NC(=O)c1cc(-c2ccc3c(c2)OCO3)on1 | 1 | -1 | -1% | 70%[activator]
Cc1ccc(S(=O)(=O)CNC(=S)c2cccc(Cl)c2)cc1 | . | ? | ? | .
Cc1cccc(N2CCN(Cc3c(C)n(C)n(-c4ccccc4)c3=O)CC2)c1C | 10 | ? | 1% | 0%[2.29 µM]
CCCNC(=O)c1ccccc1NS(=O)(=O)c1ccc(OC)c(OC)c1 | -6 | -21 | 10% | .
CCOC(=O)C1CCCN(C(=O)c2sc3nc(-c4ccc(OC)cc4)cn3c2C)C1 (stereo unspecified) | -6 | 10 | -2% | -15%
COc1ccc(-c2csc(N3CCN(Cc4ccc5c(c4)OCO5)CC3)n2)cc1 | -18 | ? | -1% | 15%
O=C(c1cccs1)N1CCN(C(=O)C(c2ccccc2)c2ccccc2)CC1 | 2 | -17 | -4% | -10%
Cc1ccc(S(=O)(=O)N2CCC(C(=O)NCCCOC(C)C)CC2)cc1 | 1 | -19 | 4% | -5%
CC(C)OC(=O)Cn1cnc2ccc(Br)cc2c1=O | 4 | -17 | -3% | 0%
CC(C)C(c1nnnn1C1CCCC1)N1CCN(c2ccccc2F)CC1 (stereo unspecified) | -12 | -5 | 6% | 0%
CCC(=O)NC(Nc1cc(C)cc(C)n1)(C(F)(F)F)C(F)(F)F | -9 | ? | 2% | .
Cc1nn2cc(-c3ccc(N)cc3)nc2s1 | 3 | 25 | -1% | -1%
COc1ccccc1N1CCN(C(=O)c2ccc3[nH]c4c(c3c2)CCCC4)CC1 | -9 | -15 | -5% | .

A section of the results above, for reference:
structure | IMPase inh | PNC assembly inh | 12-hLO inh | ALOX15B inhib
CCC(=O)NC(Nc1cc(C)cc(C)n1)(C(F)(F)F)C(F)(F)F | -9 | ? | 2% | .
Cc1nn2cc(-c3ccc(N)cc3)nc2s1 | 3 | 25 | -1% | -1%
COc1ccccc1N1CCN(C(=O)c2ccc3[nH]c4c(c3c2)CCCC4)CC1 | -9 | -15 | -5% | .

The list continues:
compound	IMPase inh	PNC assembly inh	12-hLO inh	ALOX15B inhib
CCCNC(=O)OC[C@H]1O[C@H](CCO/N=C/C[C@@H]2C=C[C@H](OC(C)=O)[C@@H](COC(C)=O)O2)C=C[C@@H]1Oc1ccc(OC)cc1	.	40	-2%	.
C#CCOC(=O)CCCNc1ccc([N+](=O)[O-])cc1[N+](=O)[O-]	1	-17	-24%	-18%
CCCCNC(=S)NNC(=O)c1csc(C)c1	12	-3	-6%	.
Cc1onc(-c2ccccc2)c1C(=O)Nc1ccc(S(=O)(=O)NC2=NCCCCC2)cc1	?	?	-3%	3%
CC1=[N+](C)c2ccc3ccccc3c2C1(C)C	.	52	-6%	.
O=C1NC2(CCCCC2)N=C1c1ccccc1	3	21	-1%	6%
CCCC(=O)N1c2ccccc2[C@@H](N(C(C)=O)c2ccccc2)C[C@H]1C	-3	-11	2%	-3%
COC(=O)c1ccc(Oc2nc(Nc3ccc(F)cc3)nc(N3CCCC3)n2)cc1	4	-11	-21%	-4%
COc1ccccc1NS(=O)(=O)c1cccc(NC(=O)Nc2cccc(Cl)c2)c1	.	-86*	?	.
NC(N)=NC[C@H](N)C(=O)O	.	.	4%[11.4 µM]	0%[11.4 µM]
CC(=O)N=c1sc2nc3ccccc3nc2n1N(C(C)=O)C(C)=O	?	-4	-15%	?
O=C(NN=C1CCN(Cc2ccccc2)CC1)C(O)c1ccccc1 (stereo unspecified)	.	72	-1%	.

(next part)
compound	IMPase inh	PNC assembly inh	12-hLO inh	ALOX15B inhib
O=C(NC1CCCCC1)C(c1ccccc1)N(Cc1ccco1)C(=O)Cn1cnc2ccccc21 (stereo unspecified)	15	-19	3%	.
CCCCNS(=O)(=O)c1cccc(S(=O)(=O)N2CCCC2)c1	-8	2	-1%	2%
COc1ccccc1-c1nnn(C/C(N)=N/O)n1	.	27	-3%	.
Cc1c(C)n(C(=O)CN2CCN(c3ccccn3)CC2)c2ccccc12	-3	12	-3%	17%
COc1ccc(CN2CC(C(=O)N3CCOCC3)CC2=O)cc1 (stereo unspecified)	0	44	2%	-1%
COc1cccc(C2/C(=C(\O)c3c(C)nc4c(C)cccn34)C(=O)C(=O)N2CCCN(C)C)c1OC (stereo unspecified)	-8	0	-4%	1%
COc1cccc(C2C(C#N)=C(N)OC3=C2C(=O)CCC3)c1OC(=O)c1ccco1 (stereo unspecified)	-3	?	2%	2%
O=S(=O)(NCc1ccccc1)c1ccc(Cl)cc1	10	20	3%	0%
C=CCOc1cccc(/C=C2\C(=O)N(Cc3ccc(C)cc3)C(C)=C2C(=O)OC)c1	.	-3	-16%	.
Cc1[nH]c(C(=O)N/N=C/c2ccc(C(=O)O)cc2)c(C)c1C(=O)N/N=C/c1ccc(C(=O)O)cc1	?	?	-1%	.
O=C1Nc2ccccc2CCC1Sc1nnc(-c2ccc(Cl)cc2)s1 (stereo unspecified)	-1	198	-3%	.
COc1ccc(S(=O)(=O)N2CCCC(C(=O)NCc3ccncc3)C2)cc1Cl (stereo unspecified)	?	3	7%	-2%
COc1cc(NC(=O)C2=C(N3CCOCC3)/C(=C\c3ccc(Br)cc3)CC2)cc(OC)c1OC	4	3	-1%	.
CCOC(=O)N1CCC(=NNC(=O)COc2cccc(C)c2)CC1	-11	6	4%	.
O=C1NCCCC1C(=O)Nc1ccccc1C(F)(F)F (stereo unspecified)	4	27	-6%	2%

Screening results from PubChem BioAssay.
